A-T KAP1 phos – qHTS Assay for Identifying a Potential Treatment of Ataxia-Telangiectasia; […] A-T fibroblasts, KAP-1 phosphorylation AlphaLISA; neocarzinostatin DNA damage 30 min before lysis; Potency, µM (top dose mostly 57.5 µM), without a hit: at the highest dose activation, actives largely listed as activators; actives 0.19% (n = 320,000); AID 485349, 2010; also: potency is read from the fitted curve at half-maximal effect; % of control where 0% means no effect; nearly all actives have a fitted effect of over 45% in size
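ATM-like activity read as KAP-1 phosphorylation via AlphaLISA donor/acceptor antibody pairs after lysis and 6 hr at 25C. Cells were ATM-null patient fibroblasts ([…], hTERT), dosed 60 min, then exposed to the DSB inducer NCS for 30 min.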
p53 reactivator – qHTS assay for re-activators of p53 using a Luc reporter; H1299 p53-A138V BP100-luciferase reporter, luminescence, 24 h; actives 0.063% (n = 320,000); Potency, µM (highest dose often 92.2 µM), for the others: at the top dose activity change, positive = activation, usual class: activators; also: potency is read from the fitted curve at half-maximal effect; % of control where 0% means no effect; nearly all actives have a fitted effect of over 45% in size
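H1299 (p53-null), stable ts p53-A138V + BP100-Luc; 1000 cells/well, Opti-MEM/10% FBS; cpd 4 pt, 1:5; 24 h, 37 deg C, 5% CO2; detection reagent 10 min RT; luminescence.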
ELG1 DNA repair – qHTS screen for small molecules that inhibit ELG1-dependent DNA repair in human embryonic kidney (HEK293T) cells expressing luciferase-tagged ELG1; HEK293T ELG1-luciferase reporter, luminescence, 16 h; DNA damage induced by 5-fluorouridine; Potency, µM (doses to about 46.1 µM), for inactives: top-dose activity change, negative = inhibition, actives largely listed as inhibitors; actives 2.3% (n = 330,000); AID 504467, 2011; also: potency is read from the fitted curve at half-maximal effect; % is scaled to controls: 0 for no effect and ±100 for the full control effect; nearly all actives have a fitted effect of over 55% in size
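HEK293T cells expressing luciferase-tagged ELG1 (2,000/well) received 5-Fluorouridine plus compound or DMSO for 16 hr at 37 °C. Luciferase was read by ONE-Glo luminescence after 30 min at room temperature.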
BRCA1 expr up – qHTS Assay to Identify Small Molecule Activators of BRCA1 Expression | MCF7-BRCA1-FFLuc reporter, luminescence, 48 h; response scale: scaled: vehicle 0%, 10 µM genistein 100% | Potency, µM (series often up to 46.1 µM), for the others: top-dose activation, usual class: activators | actives 1.1% (n = 380,000) | AID 624202, 2012; also: potency is read from the fitted curve at half-maximal effect; nearly all actives have a fitted effect of over 80% in size; some results filed as inactive show a strong effect at the top dose
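Cells: MCF7-BRCA1-FFLuc, 2000/well. Exposure: 48 h, 37 °C, 5% CO2. Read: luminescence, 15 min post-substrate. Controls: genistein 10 microM (maximal activation), DMSO (neutral).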
B2AR arrestin – qHTS assay of beta-arrestin-biased ligands of beta2-adrenergic receptor. Beta-2 adrenergic receptor (Homo sapiens), P07550. Potency, µM (top dose mostly 46.1 µM), for inactives: at the top dose activation, actives largely listed as activators. AID 492947, 2010. beta-arrestin recruitment to beta2AR, cell-based reporter. actives 0.02% (n = 330,000);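 also: potency is read from the fitted curve at half-maximal effect; 0% = DMSO controls and full agonism = EC100 isoproterenol or metaproterenol; nearly all actives have a fitted effect of over 65% in size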
TCR act – Activators of T cell receptors: qHTS campaign; primary human leukocytes, anti-CD3, IL-2 HTRF, 48 h; Potency, µM (series often up to 9.22 µM), for the others: top-dose activation of IL-2 secretion, hits mostly activators; 330,000 tested, under 10 active; AID 504894, 2011; also: % of control where 0% means no effect
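48 hr co-incubation of compounds, a-CD3 beads and primary human leukocytes; IL-2 quantified homogeneously by HTRF with anti-IL-2 K and d2 conjugates.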
PTAP TSG101 blk – qHTS Assay for Iinhibitors of HIV-1 Budding by Blocking the Interaction of PTAP/TSG101. Fluorescence polarization, FITC-PTAP peptide / Tsg101 binding. Potency, µM (doses to about 115 µM), for the others: at the top dose activity change, negative = inhibition, usual class: inhibitors. 340,000 tested, under 10 active. AID 493005, 2010; active = well fitted inhibition curve with a large enough effect in the main read-out, with a control signal flat, not every such curve was filed as active; inconclusive = small, poorly fitted or top-dose-only effect, or effect the other way, or a change in a side signal; inactive = no such curve, though single readings can be large or run the other way; also: potency is read from the fitted curve at half-maximal effect; % of control where 0% means no effect
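Fluorescence anisotropy tracks displacement of a FITC-tagged PTAP peptide (50 nM) from the Tsg101 binding domain (10 uM), following a 20 min room-temperature incubation at pH 7.5.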
a7 integrin act – qHTS for Activators of Integrin-Mediated Alleviation for Muscular Dystrophy; alpha7betagal myoblasts, beta-gal FDG fluorescence, 48 h; Potency, µM (series often up to 38.3 µM), inactives show at the top dose activation, actives largely listed as activators; actives 0.064% (n = 350,000); AID 624291, 2012;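 also: potency is read from the fitted curve at half-maximal effect; 100% = response of the positive control SU9516; nearly all actives have a fitted effect of over 60% in size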
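alpha7betagal+/- myoblasts (passage 13, 250/well) treated 48 h at 37C with compounds at 1:260 dilution of DMSO stock. Lysed, then beta-galactosidase activity read as FDG fluorescence (ex 480/em 540) after 30 min, with pre-read for autofluorescence.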
TRPV1 agonist – HTS Assay for Compounds that Act as Agonists of the Vanilloid Receptor 1; TRPV1-expressing cells, Fluo-8 calcium influx, agonist mode; actives 0.19% (n = 320,000); activation, % at 8.33 µM; AID 540275, 2011; Transient receptor potential cation channel subfamily V member 1 (Homo sapiens), Q8NER1; in the data active = activation above about 80%; inconclusive = between about 30% and that limit; also: 0% is about no effect
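TRPV1-expressing cells were cultured overnight at 35.5C and loaded with Fluo-8 calcium dye for 40 to 90 min at room temperature. After a 10 s baseline, compound was added and calcium influx was read kinetically for 3 min (ex 480/em 520 nm).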
CXXC DNA block – qHTS Fluorescence Polarization Assay for Inhibitors of MLL CXXC domain - DNA interaction | Histone-lysine N-methyltransferase 2A (Homo sapiens), Q03164 | MLL-CXXC / FITC-HOXA9 DNA fluorescence polarization | Potency, µM (doses to about 115 µM), for the others: at the highest dose activity change, negative = inhibition, actives largely listed as inhibitors | actives 0.037% (n = 290,000) | AID 2662, 2010; active = well fitted inhibition curve with a large enough effect in the polarisation, with a control signal flat, not every such curve was filed as active; inconclusive = small, poorly fitted or top-dose-only effect, or effect the other way, or a change in a side signal; inactive = no such curve, though single readings can be large or run the other way; the % refers to the polarisation; also: potency is read from the fitted curve at half-maximal effect
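Purified MLL-CXXC (added from a 7 uM solution) was preincubated 5 min at ambient with pinned compounds in 50 mM Tris-HCl pH 7.5, 50 mM NaCl, 1 mM DTT, 0.05% BSA. Fluorescein-labeled HOX-A9 DNA (50 nM solution) followed, 30 min, then polarization read.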
Active calls of the source: *; & = joins results of further samples; [ ] = dose if it differs, or a comment. Unless noted, calls follow the shape of the dose curve; as a rule, active = well fitted curve in the direction sought with a large enough effect; inconclusive = small, poorly fitted or top-dose-only effect, or another doubt; inactive = no such curve, though single readings can be large; an effect the other way counts as inactive or inconclusive. Outcome played no part in choosing rows; 3.8% or so of the library scored in one or more.

CC(=O)N1CCN(CC(O)COc2ccc(OCc3ccccc3)cc2)CC1 (stereo not given) was read as A-T KAP1 phos 4.4%, p53 reactivator -3.7%, ELG1 DNA repair -17.1%, BRCA1 expr up -24.2%, B2AR arrestin -0.1%, PTAP TSG101 blk -0.7%, a7 integrin act -0.9%, TRPV1 agonist 3.9 and CXXC DNA block -5.5%.
For CC(C)OCCCN1CC(=O)N2C(c3ccccc3)c3[nH]c4ccccc4c3C[C@H]2C1=O (stereo not given in full) the results were A-T KAP1 phos 33.7%, p53 reactivator -2.9%, ELG1 DNA repair -15.8%, BRCA1 expr up -29.1%, B2AR arrestin 2.7%, TCR act 1.7%, PTAP TSG101 blk -3.8%, a7 integrin act 1.5%, TRPV1 agonist 2.8 and CXXC DNA block -7.7%.
Screening CCN(C(=O)CCc1nc(-c2ccccc2F)no1)c1cc(OC)ccc1OC returned A-T KAP1 phos 13.0%, p53 reactivator -13.1%, ELG1 DNA repair inconclusive, BRCA1 expr up -15.7%, B2AR arrestin 0.2%, TCR act 4.8%, PTAP TSG101 blk -4.3%, a7 integrin act -24.3%, TRPV1 agonist 3.5 and CXXC DNA block -2.5%.
Screening CCCCN(C)CCCNC(=O)c1cc(-c2cccs2)nc2ccccc12 returned A-T KAP1 phos -20.5%, p53 reactivator -3.1%, ELG1 DNA repair 3.4%, BRCA1 expr up -16.9%, B2AR arrestin -0.1%, TCR act 1.6%, PTAP TSG101 blk -3.1%, a7 integrin act -69.3%[inhibitor], TRPV1 agonist 14.7 and CXXC DNA block -13.7%.
For O=C(CN1C(=O)COc2ccccc21)c1cccc(Cl)c1 the results were A-T KAP1 phos 5.8%, p53 reactivator 1.3%, ELG1 DNA repair 3.1%, BRCA1 expr up 1.3%, B2AR arrestin -0.8%, a7 integrin act 2.7%, TRPV1 agonist 16.3 and CXXC DNA block -8.7%.
For CC1(C)CC(=O)C(CC(=O)Nc2cc(C(F)(F)F)ccc2Cl)C(=O)C1 the results were A-T KAP1 phos -3.6%, p53 reactivator 1.8%, ELG1 DNA repair 11.5%, BRCA1 expr up -13.8%, B2AR arrestin -0.3%, TCR act 3.1%, PTAP TSG101 blk 0.3%, a7 integrin act inconclusive, TRPV1 agonist -1.8 and CXXC DNA block -1.9%.
Screening CCOc1ccc(CN(C(=O)c2cc3ccccc3oc2=O)C2CC2)cc1 returned A-T KAP1 phos 0.7%, p53 reactivator 12.1%, ELG1 DNA repair inconclusive, BRCA1 expr up 0.0%, B2AR arrestin 0.5%, TCR act -5.1%[46.1 µM], PTAP TSG101 blk -2.4%, a7 integrin act 3.0%, TRPV1 agonist 0.3 and CXXC DNA block 1.6%.
For CC(/C=C/c1ccc2c(c1)OCO2)=N/NC(=O)CNc1ccc(C)cc1 the results were BRCA1 expr up 8.2%, TCR act -2.1%, PTAP TSG101 blk -8.5% and a7 integrin act -12.4%.
Screening COC(=O)c1cc2sc(Cl)cc2n1CC(=O)NCCC(C)C returned A-T KAP1 phos 5.1%, p53 reactivator 16.7%, ELG1 DNA repair 10.7%, BRCA1 expr up -18.5%, B2AR arrestin 0.9%, TCR act -1.1%, PTAP TSG101 blk -2.4%, a7 integrin act 24.0%, TRPV1 agonist 6.9 and CXXC DNA block 0.3%.
For COc1cc(NS(=O)(=O)c2ccc(NC(=O)COc3cccc(C)c3)cc2)nc(OC)n1 the results were A-T KAP1 phos 11.6%, p53 reactivator -2.4%, ELG1 DNA repair -4.7%, BRCA1 expr up -23.6%, B2AR arrestin 0.1%, TCR act 2.1%, PTAP TSG101 blk -1.5%, a7 integrin act -3.0%, TRPV1 agonist -0.2 and CXXC DNA block 9.7%.
CC(C)(CO)NS(=O)(=O)c1ccc2c(c1)oc(=O)c1cc(S(=O)(=O)NC(C)(C)CO)ccc12 was read as BRCA1 expr up 7.0%, TCR act 8.5%, PTAP TSG101 blk -4.9%, a7 integrin act 5.1%, TRPV1 agonist -0.5 and CXXC DNA block -6.2%.
For COCc1cc(C)n(CC(=O)Nc2cccc(C)c2)c(=O)c1C#N the results were A-T KAP1 phos -0.4%, p53 reactivator 3.6%, ELG1 DNA repair -1.6%, BRCA1 expr up 0.0%, B2AR arrestin -0.3%, TCR act 3.4%, PTAP TSG101 blk -7.2%, a7 integrin act 28.0%, TRPV1 agonist -0.9 and CXXC DNA block 7.8%.
Screening COC(=O)C1=C(C)OC(N)=C(C#N)C1c1ccc(OC)c(CSc2ccccn2)c1 (stereo not given) returned A-T KAP1 phos -2.2%, p53 reactivator -5.5%, ELG1 DNA repair 2.0%, BRCA1 expr up -0.5%, B2AR arrestin 0.3%, PTAP TSG101 blk -3.5%, a7 integrin act -16.4%, TRPV1 agonist 13.5 and CXXC DNA block 14.1%.
CO/N=C/C(C#N)=C/c1ccc(OC)c(OC)c1 was read as A-T KAP1 phos -2.7%, p53 reactivator -2.9%, ELG1 DNA repair 8.0%, BRCA1 expr up 0.6%, B2AR arrestin -0.1%, TCR act 1.9%, PTAP TSG101 blk -7.9%, a7 integrin act 7.8%, TRPV1 agonist -1.4 and CXXC DNA block -6.5%.
`COc1cc(O)c(C(CCN2CCCCC2)c2ccc(N(C)C)cc2)c(OC)c1` (stereo not given) gave A-T KAP1 phos -29.0%, p53 reactivator 0.0%, ELG1 DNA repair 4.0%, BRCA1 expr up 0.0%, B2AR arrestin -0.3%, TCR act 2.3%, a7 integrin act 2.0%, TRPV1 agonist -2.1 and CXXC DNA block 8.0%.
`CCCN1CCN(CCCNC(=O)c2cc3c(s2)-c2ccccc2OC3)CC1` gave A-T KAP1 phos 11.5%, p53 reactivator 7.3%, ELG1 DNA repair inconclusive, BRCA1 expr up 21.4%&-8.4%, B2AR arrestin -0.2%, TCR act -4.0%, PTAP TSG101 blk -5.7%, a7 integrin act -3.3%, TRPV1 agonist 1.0 and CXXC DNA block 7.5%.
For COc1ccc(-c2[nH]ncc2CN2CCN(C3CCCCC3)C(=O)C2)cc1F the results were A-T KAP1 phos 3.2%, p53 reactivator 8.6%, ELG1 DNA repair -24.9%, BRCA1 expr up -3.5%, B2AR arrestin -0.1%, TCR act 2.0%, PTAP TSG101 blk -2.2%, a7 integrin act 0.0%, TRPV1 agonist 4.4 and CXXC DNA block -0.8%.
For CCOC(=O)C1C(=O)C(=O)N(C2CCCCC2)C1C(=O)OCC (stereo not given) the results were BRCA1 expr up -19.6%, TCR act -2.8%, PTAP TSG101 blk -7.2% and a7 integrin act 23.5%.
For COC(=O)CCCC1=CC2=CC(=O)C(C)(OC(=O)c3cccs3)C(=O)C2=CN1c1ccc(OC)cc1 (stereo not given) the results were A-T KAP1 phos -22.6%, p53 reactivator 1.2%, ELG1 DNA repair 2.5%, BRCA1 expr up 4.0%, B2AR arrestin -0.5%, TCR act 4.6%, PTAP TSG101 blk -0.4%, a7 integrin act 22.9%, TRPV1 agonist -2.1 and CXXC DNA block 7.7%.
For CC(OC(=O)Cc1ccccc1F)C(=O)Nc1ccc(Cl)cn1 (stereo not given) the results were A-T KAP1 phos 22.4%, p53 reactivator 0.0%, ELG1 DNA repair 0.5%, BRCA1 expr up 15.4%, B2AR arrestin 6.8%, TCR act -3.7%, PTAP TSG101 blk -1.1%, a7 integrin act 19.9% and TRPV1 agonist 8.3.
`COc1ccc(/C=N/NC(=O)CCC(=O)Nc2ccc(Br)cc2)c(OC)c1` gave A-T KAP1 phos -2.2%, p53 reactivator 5.9%, ELG1 DNA repair 0.7%, BRCA1 expr up -17.1%, B2AR arrestin -0.3%, TCR act -0.4%, PTAP TSG101 blk 1.7%, a7 integrin act 7.7%, TRPV1 agonist 0.2 and CXXC DNA block 15.3%.
Screening CC(=O)c1c(C)[nH]c(C(=O)COC(=O)CCSc2ccccc2)c1C returned A-T KAP1 phos 13.5%, p53 reactivator 5.3%, ELG1 DNA repair -9.4%, BRCA1 expr up 9.2%, B2AR arrestin -1.4%, TCR act 2.7%[46.1 µM], PTAP TSG101 blk -7.1%, a7 integrin act 23.4%, TRPV1 agonist inconclusive and CXXC DNA block 16.2%.
CC(=O)Nc1ccc(S(=O)(=O)NCCNC(=O)c2ccccc2F)cc1 was read as A-T KAP1 phos -10.0%, p53 reactivator 5.2%, ELG1 DNA repair 2.2%, BRCA1 expr up -11.3%, B2AR arrestin -0.9%, TCR act 0.5%, PTAP TSG101 blk -5.0%, a7 integrin act 2.5%, TRPV1 agonist -3.6 and CXXC DNA block 1.0%.
`CC(C)n1c(CNC(=O)c2ccccc2F)nnc1SCC(=O)c1ccc(F)cc1` gave BRCA1 expr up -1.8%, TCR act 2.9%, PTAP TSG101 blk 2.3% and a7 integrin act -24.1%.

From PubChem
